Screening data from PubChem.
Mito fusion yeast – qHTS Assay for Small Molecule Inhibitors of Mitochondrial Division or Activators of Mitochondrial Fusion; S. cerevisiae fusion-defective mutant growth rescue, CellTiterGlo 48 h; Potency, µM (doses to about 46.1 µM), for the others: at the highest dose growth rescue (activation), actives largely listed as activators; actives 0.23% (n = 320,000);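 further: potency means the concentration at half of the fitted maximal effect; % of control where 0% means no effect; nearly all actives have a fitted effect of over 45% in size; temperature-sensitive fusion mutants such as fzo1-1 at 37 °C on non-fermentable ethanol glycerol medium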
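Yeast fusion mutant, YPEG (non-fermentable carbon), compound, 48 h at 37C non-permissive; CellTiterGlo added, 10 min RT, luminescence read. Rescued growth = division inhibition.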
TRPV1 ag – HTS Assay for Compounds that Act as Agonists of the Vanilloid Receptor 1; TRPV1-expressing cells, Fluo-8 calcium influx, agonist mode; activation, % at 8.33 µM; actives 0.19% (n = 320,000); AID 540275, 2011; in the data active means activation above about 80%; inconclusive means between about 30% and that limit; further: 0% is about no effect
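TRPV1-expressing cells were cultured overnight at 35.5C and loaded with Fluo-8 calcium dye for 40 to 90 min at room temperature. After a 10 s baseline, compound was added and calcium influx was read kinetically for 3 min (ex 480/em 520 nm).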
USP2a inh – qHTS Assay for Inhibitors of Ubiquitin-specific Protease USP2a Using CHOP2 as the Reporter; USP2 core, Ub-CHOP2 coupled fluorogenic reporter, 485/531; Potency, µM (highest dose often 38.3 µM), inactives show at the top dose activity change, negative = inhibition, most hits filed as inhibitors; actives 0.01% (n = 330,000);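 further: potency means the concentration at half of the fitted maximal effect; plate controls were DMSO wells for no effect and full inhibition by NEM control for full effect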
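USP2 core (10nM final) preincubated 30min RT with compound in 20mM Tris-HCl pH 8.0, 2mM CaCl2, 2mM beta-mercaptoethanol, 0.05% CHAPS; 25nM Ub-CHOP2 plus 25nM reporter substrate added, fluorescence (Ex485/Em531) read after 60min.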
KCNH2 3.1 inh – qHTS for Inhibitors of KCHN2 3.1: Mutant qHTS; U2OS KCNH2 3.1, thallium flux FluxOr; stronger effect = lower value; activity change, % (tested at about 1.8 µM); actives 0.95% (n = 340,000); AID 720553, 2013;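 active means maximum activity change below -70%; inconclusive means maximum activity change from -70% to -50%; inactive means maximum activity change above -50%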;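 further: thallium influx rate constant from kinetic fluorescence after stimulation buffer; on the % scale 0 is the no-effect control and ±100 the full control effect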
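Thallium flux via FluxOr fluorescence (Red40 quencher, 45 min loading) in U2OS cells virally expressing the KCNH2 3.1 isoform (1.77 x 10^8 /mL virus, overnight at 37 C). Rate constants from 2-min kinetic reads post-stimulation, normalised to positive and negative controls.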
TCR act – Activators of T cell receptors: qHTS campaign; primary human leukocytes, anti-CD3, IL-2 HTRF, 48 h; Potency, µM (series often up to 9.22 µM), for inactives: at the highest dose activation of IL-2 secretion, usual class: activators; 330,000 tested, under 10 active; AID 504894, 2011; further: % of control where 0% means no effect
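Primary human leukocytes incubated 48 hr with anti-CD3 beads plus compound, without co-stimulation. Secreted IL-2 measured by HTRF (europium cryptate/d2 anti-IL-2 pair, 320 nm excitation, 665 nm emission).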
AT treatment – qHTS Assay for Identifying a Potential Treatment of Ataxia-Telangiectasia; […] A-T fibroblasts, KAP-1 phosphorylation AlphaLISA; neocarzinostatin DNA damage 30 min before lysis; Potency, µM (highest dose often 57.5 µM), for the others: at the highest dose activation, hits mostly activators; actives 0.19% (n = 320,000); further: potency means the concentration at half of the fitted maximal effect; % of control where 0% means no effect; nearly all actives have a fitted effect of over 45% in size
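hTERT-immortalized A-T patient fibroblasts ([…]), 500 cells/well in OPTI-MEM, 1% FBS, got compounds for 60 min, then NCS for 30 min at 37C. Lysates were then assayed for phospho-KAP-1 by AlphaLISA (anti-pKAP1 donor, anti-KAP1 acceptor beads), 6 hr at 25C.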
Eya2 inh – qHTS Assay for Inhibitors of the Phosphatase Activity of Eya2; AID 488837, 2010; actives 0.006% (n = 330,000); recombinant Eya2, OMFP fluorescence dephosphorylation (OMFP is methylfluorescein phosphate); Protein phosphatase EYA2 (Homo sapiens), O00167; Potency, µM (doses to about 76.9 µM), inactives show top-dose activity, negative = inhibition, actives largely listed as inhibitors; further: potency means the concentration at half of the fitted maximal effect; on the % scale 0 is the no-effect control and ±100 the full control effect
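Eya2 protein (added as 0.2 uM solution) was preincubated with compound for 10 min at ambient temperature in 50 mM HEPES pH 7.5, 50 mM NaCl, 5 uM MgCl2, 0.05% BSA, 1 mM DTT. OMFP (added at 50 uM) then reacted 10 min; fluorescence read at 485/525 nm.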
hERG WT inh – qHTS for Inhibitors of KCHN2 3.1: Wildtype qHTS | Voltage-gated inwardly rectifying potassium channel KCNH2 (Homo sapiens), Q12809 | U2OS, BacMam KCNH2, thallium flux FluxOr; stronger effect = lower value | activity change, % at 1.84 µM | actives 0.37% (n = 340,000);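 active means maximum activity change below -70%; inconclusive means maximum activity change between -70% and -50%; inactive means maximum activity change above -50%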; further: on the % scale 0 is the no-effect control and ±100 the full control effect
Target sequence (Q12809 whole entry, looked up): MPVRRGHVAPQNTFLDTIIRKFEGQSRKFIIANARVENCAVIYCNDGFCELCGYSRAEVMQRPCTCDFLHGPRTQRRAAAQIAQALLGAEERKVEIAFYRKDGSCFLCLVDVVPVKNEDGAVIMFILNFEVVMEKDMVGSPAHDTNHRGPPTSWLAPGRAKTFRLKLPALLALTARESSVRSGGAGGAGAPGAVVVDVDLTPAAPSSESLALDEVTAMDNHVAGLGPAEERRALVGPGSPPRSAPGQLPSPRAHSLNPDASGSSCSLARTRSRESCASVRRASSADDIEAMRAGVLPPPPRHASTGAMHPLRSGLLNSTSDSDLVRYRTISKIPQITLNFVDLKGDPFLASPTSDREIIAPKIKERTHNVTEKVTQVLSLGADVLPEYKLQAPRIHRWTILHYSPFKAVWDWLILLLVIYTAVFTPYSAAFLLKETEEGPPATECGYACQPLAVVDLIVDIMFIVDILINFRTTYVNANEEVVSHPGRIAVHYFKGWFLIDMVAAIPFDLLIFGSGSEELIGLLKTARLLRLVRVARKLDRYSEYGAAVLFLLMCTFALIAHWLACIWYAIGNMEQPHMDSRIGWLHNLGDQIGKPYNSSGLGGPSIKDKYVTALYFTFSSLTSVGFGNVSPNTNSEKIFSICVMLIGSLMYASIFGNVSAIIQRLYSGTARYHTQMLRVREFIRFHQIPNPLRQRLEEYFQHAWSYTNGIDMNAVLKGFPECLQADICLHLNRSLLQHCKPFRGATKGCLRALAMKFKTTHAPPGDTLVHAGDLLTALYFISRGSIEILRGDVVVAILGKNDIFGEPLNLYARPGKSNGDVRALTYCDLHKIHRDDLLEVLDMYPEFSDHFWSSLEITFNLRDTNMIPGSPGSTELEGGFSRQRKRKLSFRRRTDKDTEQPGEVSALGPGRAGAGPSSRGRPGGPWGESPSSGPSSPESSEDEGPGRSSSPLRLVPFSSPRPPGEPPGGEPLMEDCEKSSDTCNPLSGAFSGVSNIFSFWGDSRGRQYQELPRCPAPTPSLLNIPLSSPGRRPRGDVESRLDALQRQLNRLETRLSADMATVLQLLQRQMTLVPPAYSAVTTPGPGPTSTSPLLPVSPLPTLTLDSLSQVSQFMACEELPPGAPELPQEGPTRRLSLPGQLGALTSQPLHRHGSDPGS
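U2OS cells were transduced with wild-type KCNH2 virus (2.03 x 10^8 / mL) for 4 h at room temperature, then cultured overnight at 37 C. Thallium flux was read with FluxOr dye. Rate constants were normalized to DMSO controls.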
ELG1 repair inh – qHTS screen for small molecules that inhibit ELG1-dependent DNA repair in human embryonic kidney (HEK293T) cells expressing luciferase-tagged ELG1 | HEK293T ELG1-luciferase reporter, luminescence, 16 h; DNA damage induced by 5-fluorouridine | Potency, µM (titrated, usually from 46.1 µM), for inactives: at the top dose activity change, negative = inhibition, actives largely listed as inhibitors | actives 2.3% (n = 330,000); further: potency means the concentration at half of the fitted maximal effect; on the % scale 0 is the no-effect control and ±100 the full control effect; nearly all actives have a fitted effect of over 55% in size
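Cells (2,000 per well) received 5-fluorouridine plus test compound or DMSO and were incubated 16 hr at 37 °C, 5% CO2. Luciferase activity was read by luminescence 30 min after ONE-Glo addition; signal suppression marked inhibition of damage-induced ELG1 function.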
TSHR antag – Antagonists of the Thyroid Stimulating Hormone Receptor: HTS campaign; Thyrotropin receptor (Homo sapiens), P16473; TSHR-expressing cells, TSH-stimulated cAMP HTRF, 2 h; stronger effect = lower value; activity change, negative = inhibition, % at 11.5 µM; actives 0.2% (n = 330,000);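 active means activity change below a set negative limit, meaning inhibition stronger than a set level, cut at about -70% in these data; inconclusive means activity change between two set negative limits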; further: on the % scale 0 is the no-effect control and ±100 the full control effect
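Cell-based HTRF cAMP assay; TSHR cells + compound, TSH EC80 (4nM final), 2 h, 37 deg C. Lysis with anti-cAMP cryptate and cAMP-d2, 30 min RT, read 665/620 nm.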
Active calls of the source: *; ? = inconclusive; / = no result given. Unless noted, the call rests on the fitted dose curve; in most records, active means well fitted curve in the direction sought with a large enough effect; inconclusive means small, poorly fitted or top-dose-only effect, or another doubt; inactive means no such curve, though single readings can be large; an effect the other way counts as inactive or inconclusive.

SMILES	Mito fusion yeast	TRPV1 ag	USP2a inh	KCNH2 3.1 inh	TCR act	AT treatment	Eya2 inh	hERG WT inh	ELG1 repair inh	TSHR antag
COc1cccc(N2CC(C(=O)OC(C)C(=O)c3ccccc3)CC2=O)c1 (centres undefined)	-2%	0	0%	9	-3%	2%	-21%	18	0%	8
Cc1noc(C)c1CSCC(=O)N(C)CC(=O)Nc1ccc(F)c(F)c1F	-5%	-6	1%	0	-1%	-3%	?	-3	-1%	7
COc1ccc(N2CC(C(=O)NCCC3=CCCCC3)CC2=O)c(OC)c1 (centres undefined)	0%	14	0%	25	-4%	0%	7%	7	11%	-4
Cc1ccc(OCC(=O)N2CCN(c3ccc([N+](=O)[O-])c(N4CCOCC4)c3)CC2)cc1	7%	-1	0%	0	18%	-18%	-3%	13	22%	-5
O=C(OCC(=O)N1CCCC1)c1c[nH]c2ccccc12	-1%	-4	-1%	12	12%	13%	-5%	1	?	5
Cc1[nH]c(C(=O)O)c(C)c1C(=O)OC(C)C	-3%	-1	0%	5	-7%	-7%	5%	5	16%	-5
Cc1ccc(N=c2c([N+](=O)[O-])nn(-c3ccc(Cl)cc3)n2O)cc1C	14%	-9	-1%	-13	0%	-1%	?	0	10%	-25
CC(C)NC(=O)Cn1c(SCC(=O)N2c3ccccc3CC2C)nc2ccccc21 (centres undefined)	12%	1	7%	-2	-11%	17%	-3%	6	-10%	4
CS(=O)(=O)N1CCN(C(=O)COc2ccccc2)CC1	-1%	2	3%	-13	-10%	2%	8%	3	11%	1
O=C1CC(c2cccc(F)c2)SC(N(c2ccccc2)c2ccccc2)=N1 (centres undefined)	2%	2	-1%	-13	6%	1%	-11%	3	5%	-2
CC(=O)N(C)c1ccc(NC(=O)Cc2cccs2)cc1	-1%	-2	-1%	15	/	13%	11%	-1	?	2
Cc1ccc(Sc2ccc(CO)cc2[N+](=O)[O-])cc1	-15%	27	-6%	7	3%	-8%	-3%	2	4%	4
CCOC(=O)C1CCN(C(=O)COC(=O)c2cc([N+](=O)[O-])ccc2N2CCOCC2)CC1	-12%	3	-1%	-9	-1%	-3%	-2%	-7	-1%	-5
NC(=O)c1ccccc1NC(=O)CN1CCN(Cc2ccccc2)CC1	1%	-1	0%	-77*	-6%	-2%	12%	-35	-2%	-3
COC(=O)Cc1c(C)c2c(O)cc(C)cc2oc1=O	-4%	0	/	2	-10%	/	/	-3	/	/
CCC(=O)OCCn1c(=O)c2cc3c(=O)n(CCOC(=O)CC)c(=O)c3cc2c1=O	-3%	5	2%	12	5%	-2%	-11%	-1	?	-1
CC(=O)N1c2ccc(S(=O)(=O)N3CCC(C(=O)NCc4ccc(C)cc4)CC3)cc2CC1C (centres undefined)	-1%	-3	4%	5	-1%	11%	-7%	6	?	11
O=C(CCS(=O)(=O)c1ccccc1)N(CCCN1CCOCC1)c1nc2c(F)cccc2s1	-21%	-3	3%	-6	-3%	-14%	-4%	18	?	-6
CCC(=O)Nc1ccc(C2=Nn3c(nnc3C(C)C)SC2)cc1	13%	3	0%	-8	-6%	7%	-14%	-4	12%	-4

12 successive records out of the list so far, quoted:
SMILES	Mito fusion yeast	TRPV1 ag	USP2a inh	KCNH2 3.1 inh	TCR act	AT treatment	Eya2 inh	hERG WT inh	ELG1 repair inh	TSHR antag
COc1cccc(N2CC(C(=O)OC(C)C(=O)c3ccccc3)CC2=O)c1 (centres undefined)	-2%	0	0%	9	-3%	2%	-21%	18	0%	8
Cc1noc(C)c1CSCC(=O)N(C)CC(=O)Nc1ccc(F)c(F)c1F	-5%	-6	1%	0	-1%	-3%	?	-3	-1%	7
COc1ccc(N2CC(C(=O)NCCC3=CCCCC3)CC2=O)c(OC)c1 (centres undefined)	0%	14	0%	25	-4%	0%	7%	7	11%	-4
Cc1ccc(OCC(=O)N2CCN(c3ccc([N+](=O)[O-])c(N4CCOCC4)c3)CC2)cc1	7%	-1	0%	0	18%	-18%	-3%	13	22%	-5
O=C(OCC(=O)N1CCCC1)c1c[nH]c2ccccc12	-1%	-4	-1%	12	12%	13%	-5%	1	?	5
Cc1[nH]c(C(=O)O)c(C)c1C(=O)OC(C)C	-3%	-1	0%	5	-7%	-7%	5%	5	16%	-5
Cc1ccc(N=c2c([N+](=O)[O-])nn(-c3ccc(Cl)cc3)n2O)cc1C	14%	-9	-1%	-13	0%	-1%	?	0	10%	-25
CC(C)NC(=O)Cn1c(SCC(=O)N2c3ccccc3CC2C)nc2ccccc21 (centres undefined)	12%	1	7%	-2	-11%	17%	-3%	6	-10%	4
CS(=O)(=O)N1CCN(C(=O)COc2ccccc2)CC1	-1%	2	3%	-13	-10%	2%	8%	3	11%	1
O=C1CC(c2cccc(F)c2)SC(N(c2ccccc2)c2ccccc2)=N1 (centres undefined)	2%	2	-1%	-13	6%	1%	-11%	3	5%	-2
CC(=O)N(C)c1ccc(NC(=O)Cc2cccs2)cc1	-1%	-2	-1%	15	/	13%	11%	-1	?	2
Cc1ccc(Sc2ccc(CO)cc2[N+](=O)[O-])cc1	-15%	27	-6%	7	3%	-8%	-3%	2	4%	4

Rewritten as labelled records: 2 of the compounds above
O=C1CC(c2cccc(F)c2)SC(N(c2ccccc2)c2ccccc2)=N1 (centres undefined)
  Mito fusion yeast: 2%
  TRPV1 ag: 2
  USP2a inh: -1%
  KCNH2 3.1 inh: -13
  TCR act: 6%
  AT treatment: 1%
  Eya2 inh: -11%
  hERG WT inh: 3
  ELG1 repair inh: 5%
  TSHR antag: -2

CC(=O)N(C)c1ccc(NC(=O)Cc2cccs2)cc1
  Mito fusion yeast: -1%
  TRPV1 ag: -2
  USP2a inh: -1%
  KCNH2 3.1 inh: 15
  TCR act: /
  AT treatment: 13%
  Eya2 inh: 11%
  hERG WT inh: -1
  ELG1 repair inh: ?
  TSHR antag: 2

A portion of the library; the hit share may differ from the screen's.
